KCNH2 3.1 block = qHTS for Inhibitors of KCHN2 3.1: Mutant qHTS; U2OS KCNH2 3.1, thallium flux FluxOr; stronger effect = lower value; activity change, % (tested at about 1.8 µM); 0.95% of 340,000 active;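 active means maximum activity change below -70%; inconclusive means maximum activity change from -70% to -50%; inactive means maximum activity change above -50%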;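 further: thallium influx rate constant from kinetic fluorescence after stimulation buffer; on the % scale 0 is the no-effect control and ±100 the full control effect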
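Steps: virus added to U2OS suspension (4 h, RT, dark); medium with 10% FBS added, cells plated, 37 C overnight; FluxOr/Red40 loading buffer 45 min RT; stimulation buffer, 2 min kinetic read; rate constant normalized.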
Mito fusion act = qHTS Assay for Small Molecule Inhibitors of Mitochondrial Division or Activators of Mitochondrial Fusion. S. cerevisiae fusion-defective mutant growth rescue, CellTiterGlo 48 h. Potency, µM (doses to about 46.1 µM), without a hit: at the top dose growth rescue (activation), hits mostly activators. 0.23% of 320,000 active. AID 485298, 2010;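 further: potency means the concentration at half of the fitted maximal effect; % of control where 0% means no effect; nearly all actives have a fitted effect of over 45% in size; temperature-sensitive fusion mutants such as fzo1-1 at 37 °C on non-fermentable ethanol glycerol medium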
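S. cerevisiae fusion-defective temperature-sensitive mutants (e.g. fzo1-1, mgm1-5) grown 48 h at 37C in YPEG (ethanol/glycerol non-fermentable) medium with 23 nl compound per well; growth rescue read as CellTiterGlo luminescence.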
TCR act = Activators of T cell receptors: qHTS campaign | primary human leukocytes, anti-CD3, IL-2 HTRF, 48 h | Potency, µM (series often up to 9.22 µM), for inactives: at the top dose activation of IL-2 secretion, actives largely listed as activators | 330,000 tested, under 10 active | AID 504894, 2011; further: % of control where 0% means no effect
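Using a-CD3 beads without co-stimulation, primary human leukocytes were exposed to compounds for 48 hr. An HTRF IL-2 kit measured the cytokine, with europium-to-d2 energy transfer producing emission at 665nm upon 320nm excitation.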
TSHR antag = Antagonists of the Thyroid Stimulating Hormone Receptor: HTS campaign; Thyrotropin receptor (Homo sapiens), P16473; TSHR-expressing cells, TSH-stimulated cAMP HTRF, 2 h; stronger effect = lower value; activity change, negative = inhibition, % at 11.5 µM; 0.2% of 330,000 active; AID 504810, 2011;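 active means activity change below a set negative limit, meaning inhibition stronger than a set level, cut at about -70% in these data; inconclusive means activity change between two set negative limits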; further: on the % scale 0 is the no-effect control and ±100 the full control effect
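Read-out is FRET at 665 nm (cryptate excitation 337 nm) from a cryptate-tagged anti-cAMP antibody, competed by cell cAMP against cAMP-d2. Compounds are tested on freshly harvested TSHR cells challenged with 4nM TSH (EC80) for 2 hours at 37 deg C.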
USP2a inh = qHTS Assay for Inhibitors of Ubiquitin-specific Protease USP2a Using CHOP2 as the Reporter | Ubiquitin carboxyl-terminal hydrolase 2 (Homo sapiens), O75604 | USP2 core, Ub-CHOP2 coupled fluorogenic reporter, 485/531 | Potency, µM (series often up to 38.3 µM), without a hit: top-dose activity change, negative = inhibition, actives largely listed as inhibitors | 0.01% of 330,000 active;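 further: potency means the concentration at half of the fitted maximal effect; plate controls were DMSO wells for no effect and full inhibition by NEM control for full effect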
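USP2 core (10nM final) preincubated 30min RT with compound in 20mM Tris-HCl pH 8.0, 2mM CaCl2, 2mM beta-mercaptoethanol, 0.05% CHAPS; 25nM Ub-CHOP2 plus 25nM reporter substrate added, fluorescence (Ex485/Em531) read after 60min.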
TRPV1 ag = HTS Assay for Compounds that Act as Agonists of the Vanilloid Receptor 1. TRPV1-expressing cells, Fluo-8 calcium influx, agonist mode. 0.19% of 320,000 active. activation, % at 8.33 µM; in the data active means activation above about 80%; inconclusive means between about 30% and that limit; further: 0% is about no effect
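Fluo-8 calcium influx in TRPV1-expressing cells, kinetic read (ex 480/em 520 nm). Compound added and read 3 min for agonist activity, followed by capsaicin at EC20 final and 2 min further read for enhancement.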
A-T KAP1 phos = qHTS Assay for Identifying a Potential Treatment of Ataxia-Telangiectasia | 0.19% of 320,000 active | […] A-T fibroblasts, KAP-1 phosphorylation AlphaLISA; neocarzinostatin DNA damage 30 min before lysis | Potency, µM (doses to about 57.5 µM), inactives show top-dose activation, actives largely listed as activators; further: potency means the concentration at half of the fitted maximal effect; % of control where 0% means no effect; nearly all actives have a fitted effect of over 45% in size
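hTERT-immortalized A-T patient fibroblasts ([…]), 500 cells/well in OPTI-MEM, 1% FBS, got compounds for 60 min, then NCS for 30 min at 37C. Lysates were then assayed for phospho-KAP-1 by AlphaLISA (anti-pKAP1 donor, anti-KAP1 acceptor beads), 6 hr at 25C.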
hERG WT inh = qHTS for Inhibitors of KCHN2 3.1: Wildtype qHTS. 0.37% of 340,000 active. activity change, % at 1.84 µM. U2OS, BacMam KCNH2, thallium flux FluxOr; stronger effect = lower value;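 active means maximum activity change below -70%; inconclusive means maximum activity change between -70% and -50%; inactive means maximum activity change above -50%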; further: on the % scale 0 is the no-effect control and ±100 the full control effect
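U2OS cells transduced with wild-type KCNH2 virus are loaded with FluxOr dye for 45 min, and thallium flux is measured in kinetic reads before and after stimulation buffer. Rate constants are normalized to DMSO controls.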
ELG1 DNA repair = qHTS screen for small molecules that inhibit ELG1-dependent DNA repair in human embryonic kidney (HEK293T) cells expressing luciferase-tagged ELG1; HEK293T ELG1-luciferase reporter, luminescence, 16 h; DNA damage induced by 5-fluorouridine; AID 504467, 2011; 2.3% of 330,000 active; Potency, µM (series often up to 46.1 µM), without a hit: at the top dose activity change, negative = inhibition, actives largely listed as inhibitors; further: potency means the concentration at half of the fitted maximal effect; on the % scale 0 is the no-effect control and ±100 the full control effect; nearly all actives have a fitted effect of over 55% in size
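Luminescence from the luciferase reporter, measured 30 min after ONE-Glo reagent at room temperature, was the read-out. Beforehand, 2,000 cells per well were exposed for 16 hr at 37 °C to 5-fluorouridine together with compound or vehicle.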
Eya2 phos inh = qHTS Assay for Inhibitors of the Phosphatase Activity of Eya2 | Potency, µM (top dose mostly 76.9 µM), for the others: at the highest dose activity, negative = inhibition, usual class: inhibitors | 0.006% of 330,000 active | AID 488837, 2010 | recombinant Eya2, OMFP fluorescence dephosphorylation (OMFP is methylfluorescein phosphate) | Protein phosphatase EYA2 (Homo sapiens), O00167; further: potency means the concentration at half of the fitted maximal effect; on the % scale 0 is the no-effect control and ±100 the full control effect
Target sequence (O00167 whole entry, looked up): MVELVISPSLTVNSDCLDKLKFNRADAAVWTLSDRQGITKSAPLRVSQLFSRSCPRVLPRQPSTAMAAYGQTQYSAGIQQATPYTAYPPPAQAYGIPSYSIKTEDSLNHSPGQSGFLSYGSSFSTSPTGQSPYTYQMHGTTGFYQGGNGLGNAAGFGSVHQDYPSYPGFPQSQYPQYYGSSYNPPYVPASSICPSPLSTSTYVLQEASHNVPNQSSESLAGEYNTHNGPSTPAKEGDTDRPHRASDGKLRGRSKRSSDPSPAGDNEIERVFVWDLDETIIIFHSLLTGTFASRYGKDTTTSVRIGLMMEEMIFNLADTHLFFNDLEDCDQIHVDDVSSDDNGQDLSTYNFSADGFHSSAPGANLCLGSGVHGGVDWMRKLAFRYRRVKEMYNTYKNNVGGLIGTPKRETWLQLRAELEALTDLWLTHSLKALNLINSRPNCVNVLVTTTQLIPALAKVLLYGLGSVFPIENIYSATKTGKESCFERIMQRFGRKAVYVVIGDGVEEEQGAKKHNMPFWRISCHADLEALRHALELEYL
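Eya2 protein (added as 0.2 uM solution) was preincubated with compound for 10 min at ambient temperature in 50 mM HEPES pH 7.5, 50 mM NaCl, 5 uM MgCl2, 0.05% BSA, 1 mM DTT. OMFP (added at 50 uM) then reacted 10 min; fluorescence read at 485/525 nm.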
Active calls of the source: *; ? = inconclusive; · = no result given; [ ] = dose if it differs, or a comment. Unless noted, the call rests on the fitted dose curve; in most records, active means well fitted curve in the direction sought with a large enough effect; inconclusive means small, poorly fitted or top-dose-only effect, or another doubt; inactive means no such curve, though single readings can be large; an effect the other way counts as inactive or inconclusive. Not all compounds are listed. The share of hits here may be higher or lower than overall.

SMILES	KCNH2 3.1 block	Mito fusion act	TCR act	TSHR antag	USP2a inh	TRPV1 ag	A-T KAP1 phos	hERG WT inh	ELG1 DNA repair	Eya2 phos inh
CN1C(=O)C(C)(C)c2cc(S(=O)(=O)N3CCCC(C(=O)NCc4ccccc4Cl)C3)ccc21 (configuration not stated)	4	-2%	-3%	2	-3%	-1	-1%	-20	-29%	-6%
COc1ccc(OC)c(C(=O)c2c(C)oc3cc([N+](=O)[O-])c(O)c([N+](=O)[O-])c23)c1	-1	-2%	-7%	-4	1%	·	-1%	7	0%	2%
Cc1[nH]c2ccccc2c1Cc1nnc(SCc2ccccc2)o1	-22	17%	0%	0	-4%	11	10%	2	-13%	-3%
CC1Cc2ccccc2N1C(=O)c1ccc(F)c(S(=O)(=O)N2CCOCC2)c1 (configuration not stated)	8	·	7%	1	3%	·	10%	?	?	-2%
Cc1ccc(S(=O)(=O)N2CCOCC2)cc1NCC(=O)Nc1ccc(OC(F)(F)F)cc1	-10	·	-1%	-2	2%	·	12%	32	16%	2%
CN(Cc1ccccc1)C(=O)c1cccc(NC(=O)c2ccco2)c1	12	5%	-1%	8	-1%	10	11%	3	-19%	-3%
Cc1c(OCC(=O)N2CCN(c3ccccc3)CC2)ccc2c3c(c(=O)oc12)CCCC3	-8	0%	1%	5	-1%	2	-2%	3	-7%	1%
CCCCNC(=O)c1onc(CSc2ccc(F)cc2)c1C(=O)O	19	8%	1%	3	-2%	-4	2%	-3	?	-8%
Cc1cccc(N2C(=O)/C(=C/c3cccnc3)SC2=S)c1	-4	-2%	1%	-13	-1%	8	-18%	6	-3%	?
C=CCNC(=O)c1nc2ccccc2s1	0	-2%	0%[46.1 µM]	49	0%	1	-2%	-12	?	-11%
O=S(=O)(c1ccc(SCc2ccc(Br)cc2)nc1)N1CCCCC1	-11	3%	2%	-25	3%	23	8%	2	-8%	11%
O=C(NC(=S)Nc1cc(C(F)(F)F)ccc1Cl)c1ccccc1	1	-15%	-8%	-4	1%	29	14%	5	1%	-14%
O=C(NC1CC2CCCC(C1)N2C(=O)Nc1ccccc1)c1ccccc1 (configuration not stated)	-11	-1%	-1%	-1	1%	1	6%	-6	1%	-12%
CCN(CC)CCNC(=O)c1cn(CC)c2cc(N3CCN(C(=O)c4ccco4)CC3)c(F)cc2c1=O	-13	-2%	-105%	-11	-2%	1	15%	-4	?	-23%
CCn1c(O)c(/C=C2\C=NN=C2c2ccc(C)cc2)sc1=S	-1	0%	-5%[46.1 µM]	-8	5%	1	0%	-6	?	-1%
Cc1cc(C(F)F)n2nc(C(=O)Nc3ccc(S(=O)(=O)NC45CC6CC(CC(C6)C4)C5)cc3)nc2n1	-6	3%	8%	1	-5%	-3	-6%	-6	?	6%
c1ccc(Nc2ncnc3[nH]ncc23)cc1	3	-3%	2%	-8	1%	16	13%	-11	-7%	21%
COc1ccc(CNC(=O)CCCn2nc(C)n3ccnc3c2=O)cc1	-5	-1%	3%	6	4%	2	2%	-7	13%	11%
COc1ccccc1NC(=O)COc1ccc(/C=N/NC(=O)CSCc2ccc(Cl)cc2)cc1	0	3%	2%	17	-1%	4	-1%	-11	?	6%
O=C(c1ccco1)N1CCN(Cc2cn[nH]c2-c2cccc3ccccc23)CC1	6	-3%	2%	-5	10%	-7	-2%	0	2%	?
O=C(CN1C(=O)NC(Cc2c[nH]c3ccccc23)C1=O)Nc1cccc(S(=O)(=O)N2CCCCCC2)c1 (configuration not stated)	20	-5%	7%[46.1 µM]	-5	-8%	-6	0%	9	21µM*	2%
Cc1ccc(S(C)(=O)=NC(=O)NC(=O)c2c(Cl)cccc2Cl)cc1 (configuration not stated)	1	1%	2%	5	9%	4	-4%	2	-1%	8%
O=C(O)c1cc(N=Nc2c(O)ccc3ccccc23)cc(C(=O)O)c1	-11	-2%	-1%	1	-3%	-6	-3%	-4	7%	-3%
CCC(C)NC(=O)CSc1nnc(-c2ccc(OC)c(OC)c2)c(-c2ccc(OC)c(OC)c2)n1 (configuration not stated)	3	1%	4%	1	-1%	-3	7%	-2	?	-10%
COc1ccc(S(=O)(=O)N2CCOCC2)cc1NS(=O)(=O)/C=C/c1ccccc1	-4	5%	2%	-2	4%	-1	2%	1	-10%	-10%
CC(C)c1ccc(OCc2nnc(SCC(=O)N3CCCCC3)o2)cc1	-5	15%	1%	-8	2%	?	14%	-1	16%	-9%
Cc1cccn2c(=O)c3cc(S(=O)(=O)c4ccc(Br)cc4)c(=N)n(C4CCCC4)c3nc12	6	5%	3%	-2	1%	-1	1%	-3	3%	4%
COc1ccc(NC(=O)CN(C)C(=O)c2cc(-c3cccs3)nn2-c2ccccc2)cc1	-8	7%	1%	-6	0%	28	-1%	5	?	-23%
COc1ccccc1NC(=O)N1CCC(c2nc3cc(C)c(C)cc3[nH]2)CC1	-23	8%	6%[46.1 µM]	57	-1%	3	-2%	14	11%	-8%
O=C(COc1ccc(Cl)cc1Br)NC(=O)NCc1ccccc1	-13	1%	-6%[46.1 µM]	10	0%	1	2%	3	?	-11%
CCCCCOC(=O)C1=C(C)Nc2ncnn2C1c1cccs1 (configuration not stated)	-17	6%	-28%	-32	-1%	8	-1%	-1	?	1%
Cc1ccc(C(C)NC(=O)c2c(C)noc2C)cc1C (configuration not stated)	13	1%	1%	9	1%	3	4%	-3	1%	12%
O=C(Nc1ccc(Cl)cc1)c1ccc(-n2cccn2)c([N+](=O)[O-])c1	-1	17%	-1%	-10	-1%	14	8%	-5	-23%	-3%
O=C(N/N=C/c1ccccc1)C1CCCN1C(=O)c1cc([N+](=O)[O-])cc([N+](=O)[O-])c1 (configuration not stated)	20	1%	6%	16	2%	-2	4%	-11	-2%	-3%
CCN(CC)CCNCc1cc(Br)ccc1OCC(=O)NCc1ccccc1	-24	-1%	-1%	15	1%	6	1%	·	10%	2%
O=C(CNC(=O)c1ccccc1)OCc1nc2ccccc2s1	5	-3%	-2%[46.1 µM]	8	0%	8	1%	24	?	-10%
Cc1ccc(C2(C(F)(F)F)NC(=O)N3CCCN=C3S2)cc1 (configuration not stated)	-18	12%	-1%	-1	-1%	0	4%	11	-19%	-4%
COc1ccc2c(c1)CC/C(=C\C=C\c1ccccc1)C2=O	?	7%	-4%[46.1 µM]	-23	3%	?	5%	3	?	-2%
Cc1noc(C)c1COC(=O)[C@@H](NC(=O)c1ccccc1)C(C)C	10	0%	-1%	10	1%	0	6%	-24	-9%	5%
Cc1ccc(S(=O)(=O)CC(=O)N2CCN(c3cccc(C(F)(F)F)c3)CC2)cc1	-20	-3%	2%	5	5%	26	0%	3	-9%	4%

Grouped by structure: those above with a thiophene ring, fused or not.
SMILES	KCNH2 3.1 block	Mito fusion act	TCR act	TSHR antag	USP2a inh	TRPV1 ag	A-T KAP1 phos	hERG WT inh	ELG1 DNA repair	Eya2 phos inh
COc1ccc(NC(=O)CN(C)C(=O)c2cc(-c3cccs3)nn2-c2ccccc2)cc1	-8	7%	1%	-6	0%	28	-1%	5	?	-23%
CCCCCOC(=O)C1=C(C)Nc2ncnn2C1c1cccs1 (configuration not stated)	-17	6%	-28%	-32	-1%	8	-1%	-1	?	1%

More records:
SMILES	KCNH2 3.1 block	Mito fusion act	TCR act	TSHR antag	USP2a inh	TRPV1 ag	A-T KAP1 phos	hERG WT inh	ELG1 DNA repair	Eya2 phos inh
COc1cc(OC)c(C(=O)NC2CCCCCC2)cc1OC	10	4%	14%	-7	2%	-7	-8%	-5	?	0%
COc1cccc(NC(=O)CN(C)C(=O)C2=COCCO2)c1	-1	-5%	-4%	1	-1%	0	4%	-5	13%	1%
Cc1ccc(C)c(-c2csc(NC(=O)c3c(C)noc3C)n2)c1	-44	-3%	-1%	-27	-2%	2	20%	-8	-11%	-9%
CCc1ccc(S(=O)(=O)ON2C(=O)c3ccccc3C2=O)cc1	0	0%	3%	17	0%	0	5%	-10	?	9%
Cc1c(C(C)C)c(=O)n(-c2ccc(S(=O)(=O)NC(C)C)cc2)n1C	6	1%	-2%	5	-1%	-1	3%	-3	-10%	-13%
COc1cc2c(cc1OC)-c1nnc(C)n1C(C)(C)C2	1	-6%	6%	-6	2%	-5	3%	7	7%	3%
CCCNC(=O)Nc1ccsc1C(=O)OC	·	4%	-2%	1	2%	0	-2%	-10	2%	5%

High-throughput results (PubChem BioAssay)
